Screening results from PubChem.
Platelet DG rel – modulates dense granule release in human platelets; human platelet-rich plasma, SFLLRN dense granule ATP release, luminescence; inhibition, %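 (compounds screened at 7.5 µM in platelet-rich plasma)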; hit rate 0.22% among 300,000;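 active = mean replicate score, as percent of positive control, at or above 50; inconclusive = mean below 50 but at least one replicate at or above 50; inactive = mean and every replicate below 50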
AI-2 QS modul – modulates the Vibrio harveyi AI-2 quorum sensing system; Vibrio harveyi JMH597 AI-2 luminescence/OD600 ratio, 9 h; hits give low values; strain lacks LuxN and CqsS sensors; 0 = neutral-control median; activity change, % at 7.5 µM; hit rate 0.4% among 300,000; AID 2094; in the data active = activity change below about -75%, passing the limit was not always enough; inconclusive = no clear call, values can overlap the other calls;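 also: luminescence divided by OD600 gain over 9 h not by final OD600 alone; inactives centre near 13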
HSF1 inhib – HSF1 inhibition. NIH3T3-HGL HSE-luciferase, MG132-induced, luminescence 8 h; hits give low values. activity change, negative = inhibition, % at 7.5 µM (by protocol). hit rate 0.77% among 300,000. AID 2098;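 active = more than half of replicate wells show activity change below -50%, luminescence cut by over half; inconclusive = some wells, but at most half, below -50%; inactive = no replicate well below -50%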;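 also: luciferase reports HSF-1 transcriptional activity via heat shock element; 0% = median of DMSO wells and -100% = zero luminescence signal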
PolyA inhibitor – blocks polyadenylation in yeast reporter cells; AID 1875; S. cerevisiae SKY197-pL101 polyadenylation reporter, beta-gal luminescence; efflux-impaired pdr1/pdr3 knockout yeast; score 100 = 6 SD above DMSO; hit rate 0.02% among 300,000; calls only at 12 µM;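 active = lowest replicate activity score at least 50, where 100 means six control SD above control mean; inconclusive = lowest score under 50 but half or more replicates reach 50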;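 also: yeast exposed to compound for 9 h at 30 °C; higher score means more reporter readthrough which indicates perturbed polyadenylation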
HSF1 activator – increases HSF-1 driven luciferase reporter signal | NIH3T3-HGL HSF-1 luciferase reporter, MG132, 8 h; 100% = twice DMSO control signal | activation, % at 9 µM | hit rate 1.7% among 300,000 | AID 504408;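 active = mean replicate activation of at least 50% with a set share of replicates each reaching 50%; inconclusive = only one of those two conditions met; inactive = mean below 50% and too few replicates reaching it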;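 also: 0% = median of the neutral control wells and 100% = twice that signal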
GSK3 alpha inh – blocks human GSK-3 alpha kinase | P49840 | ADP-Glo luminescence, 60 min | inhibition, % at 10 µM | hit rate 0.1% among 320,000;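 in the data active = inhibition above about 50%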;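 also: GST-tagged GSK-3 alpha with peptide substrate and 25 µM ATP; 0% = DMSO neutral wells and 100% = GW8510 positive control wells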
Target sequence (P49840 whole entry, looked up): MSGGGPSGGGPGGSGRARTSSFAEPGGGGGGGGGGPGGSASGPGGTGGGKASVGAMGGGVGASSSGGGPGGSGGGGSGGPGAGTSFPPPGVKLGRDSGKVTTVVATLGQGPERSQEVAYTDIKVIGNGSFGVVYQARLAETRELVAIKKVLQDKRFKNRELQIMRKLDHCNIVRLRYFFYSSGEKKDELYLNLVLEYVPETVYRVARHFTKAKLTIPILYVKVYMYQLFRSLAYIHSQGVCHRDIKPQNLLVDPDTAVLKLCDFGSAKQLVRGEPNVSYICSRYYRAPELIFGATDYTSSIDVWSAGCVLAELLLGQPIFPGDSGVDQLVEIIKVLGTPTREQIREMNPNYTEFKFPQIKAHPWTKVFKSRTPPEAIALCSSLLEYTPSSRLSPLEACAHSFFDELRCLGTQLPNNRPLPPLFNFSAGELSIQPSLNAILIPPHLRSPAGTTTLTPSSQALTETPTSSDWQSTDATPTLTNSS
HSP90 inh – HSP90 refolding inhibition in rabbit reticulocyte lysate | hit rate 0.91% among 290,000 | inhibition, % at 5.6 µM | AID 1789 | luciferase refolding luminescence, 3 h;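 active = inhibition above the screen-wide mean plus 3 SD, computed separately per campaign, cut at about 16% in these data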;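 also: 0% = DMSO wells and 100% = 60 µM geldanamycin wells; inhibitors lower the luminescence because luciferase stays unfolded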
GSK3B inh – inhibitors of human GSK3beta kinase | GST-GSK3beta kinase, ADP-Glo luminescence, 60 min; hits give low values | activity score (negative = inhibition), % at 10 µM | AID 2097 | hit rate 0.038% among 300,000;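 active = more than half of replicate wells score below -50%, meaning over 50% inhibition versus plate controls; inconclusive = some replicates but at most half score below -50%; inactive = no replicate scores below -50%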;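 also: 0% = median DMSO wells and -100% = median GW8510 positive control wells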
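test system = GST-tagged human GSK3beta kinase, cell-free | reagent = 25 µM ATP with peptide substrate | dosing = one dose of 10 µM per compound | schedule = 60 min reaction, RT | detection = luminescent ADP-Glo measurement of ADP formed | control set = DMSO neutral wells and GW8510 at 20 µM as positive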
Dyrk1A ADPGlo – inhibitors of rat Dyrk1A kinase. ADP-Glo luminescence, NFATc1 peptide. inhibition, % at 12.5 µM. hit rate 0.43% among 310,000. Q63470; in the data active = inhibition above about 50%;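 also: plate controls were vehicle with enzyme for no effect and no enzyme for full effect; many of its hits are not listed in these tables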
HDAC3 inh – human HDAC3 inhibition; recombinant HDAC3, fluorogenic peptide/trypsin coupled, fluorescence; O15379; hit rate 0.15% among 320,000; inhibition, % at 8.3 µM; AID 2718; in the data active = inhibition above about 26%, passing the limit was not always enough; inconclusive = no clear call, values can overlap the other calls
Target sequence (O15379 whole entry, looked up): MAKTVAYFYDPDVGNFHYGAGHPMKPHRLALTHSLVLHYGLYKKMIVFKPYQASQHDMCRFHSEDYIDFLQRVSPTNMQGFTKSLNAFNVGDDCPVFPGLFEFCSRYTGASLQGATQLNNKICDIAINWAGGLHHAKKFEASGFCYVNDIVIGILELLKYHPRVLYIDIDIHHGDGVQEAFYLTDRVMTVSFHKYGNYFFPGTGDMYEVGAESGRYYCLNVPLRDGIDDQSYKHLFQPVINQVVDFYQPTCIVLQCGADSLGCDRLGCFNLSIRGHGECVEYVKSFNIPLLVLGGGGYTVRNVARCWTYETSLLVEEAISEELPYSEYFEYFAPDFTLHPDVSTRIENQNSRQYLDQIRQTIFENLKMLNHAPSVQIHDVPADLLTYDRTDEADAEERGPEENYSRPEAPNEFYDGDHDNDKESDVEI
An asterisk follows results filed as active; i = inactive; ? = inconclusive; / = not tested or not shown. The list is partial; rates above refer to the full screens.

The line under a structure holds: Platelet DG rel	AI-2 QS modul	HSF1 inhib	PolyA inhibitor	HSF1 activator	GSK3 alpha inh	HSP90 inh	GSK3B inh	Dyrk1A ADPGlo	HDAC3 inh
> COc1ccc(-c2noc(CSc3nc(-c4ccccc4)cc(=O)[nH]3)n2)cc1
→ -10	27	2	i	2	/	2	-1	8	3
> O=C(COc1ccc(S(=O)(=O)N2CCCCC2)cc1)NCc1ccccn1
→ 0	18	7	i	18	-2	-9	-2	8	-7
> O=C(Cn1cnc2ccc(Cl)cc2c1=O)c1cccs1
→ 1	-23	-5	i	13	3	-7	-5	10	4
> CCSc1nnc(NC(=O)COc2ccc(Cl)cc2)s1
→ -2	8	-5	i	10	-1	2	4	-5	-6
> CC[C@@H](C)[C@H](CN[C@H](CNC)C(C)C)NC[C@@H](C)c1ccc(CC(C)C)cc1
→ 2	13	-6	i	-1	8	-1	-6	2	-8
> C=CCNC(=S)N1CCC(C(=O)c2ccc3c(c2)OCCO3)CC1
→ 3	18	0	i	28	-2	0	-1	0	-1
> COc1ccc(C(CNC(=O)C(=O)Nc2ccc3c(c2)OCCO3)N2CCN(C)CC2)cc1 (centres undefined)
→ 17	-18	-7	i	-9	-1	/	-4	0	0
> Cc1c(C(=O)NC(C)C2CC3CCC2C3)cccc1[N+](=O)[O-] (centres undefined)
→ 1	12	-2	i	5	-2	-3	-2	0	1
> S=c1[nH]nc(CSCCOc2ccccc2)o1
→ 3	0	-2	i	-16	-4	-3	-1	6	7
> CCCn1c(=O)c2ccccc2n2c(SCC(=O)N3CCc4ccccc4C3)nnc12
→ 7	39	-1	i	-9	-3	2	11	0	-2
> COc1cccc(CN(C)CC(=O)NCc2ccccc2Cl)c1
→ 5	3	0	i	-9	0	2	0	4	-7
> O=C(CN1C(=O)S/C(=C\C=C\c2ccccc2)C1=O)N1CCOCC1
→ 7	5	22	i	15	-3	-1	2	/	-4
> CCOC(=O)/C(C#N)=C/C=C1\C=Cc2ccccc2N1CC
→ 23	13	6	i	15	0	3	-1	0	?
> Cn1c(SCc2nc(-c3cccs3)no2)nnc1C1CCCCC1
→ 0	30	3	i	-5	3	2	0	-6	0
> CCc1nc(SCC(=O)NCCc2ccccc2)c2oc3ccccc3c2n1
→ -15	9	-5	i	13	-2	-4	1	-5	-12
> COc1cccc(OCC(O)CN2CCN(C)CC2)c1 (centres undefined)
→ 4	21	-8	i	-16	-2	-2	1	-6	-3
> CC(/C=C/c1ccc(N(C)C)cc1)=N\N=C(/N)SC1CC(=O)N(c2ccc(C(=O)O)cc2)C1=O (centres undefined)
→ 5	25	-1	i	17	0	3	1	-12	5
> CC(=O)Nc1nc(-c2ccc3c(c2)CC(C)N3C(=O)C2CC2)c(C)s1 (centres undefined)
→ -1	24	-3	i	-3	5	-2	-2	2	9
> COc1ccc(C(CNC(=O)C(=O)Nc2ccc3c(c2)OCO3)N2CCN(C)CC2)cc1 (centres undefined)
→ 5	-5	3	i	-14	-3	/	0	-1	-7
> O=C(c1ccc(N2CCCC2=O)cc1)N1CCCCCC1
→ 1	/	1	i	-1	-2	-1	/	-3	-1
> COc1cccc(N2CCN(C(=O)c3cc4ccc(OC)cc4[nH]3)CC2)c1
→ -2	27	5	i	12	-1	0	1	-3	1
> CC(NCc1ccc2c(c1)OCO2)c1ccccc1 (centres undefined)
→ -6	8	-9	i	3	0	-1	-2	-4	-1
> CCOC(=O)N1CCN(C(=O)CNC(=O)c2nn(-c3ccc(OC)c(Cl)c3)c(=O)c3ccccc23)CC1
→ 0	22	3	i	19	-2	1	-5	-1	-8
> CCOc1ccc(-c2noc(CCC(=O)O)n2)cc1
→ 6	29	?	i	-52	-2	2	1	14	5
> COC(=O)Nc1nnc(-c2ccc(OC)cc2)s1
→ 5	-5	18	i	32	-5	1	-4	/	-12
> CCC(=O)N(C)CCc1cc2c(c(OC)c1/C=N/NC(=O)c1ccncc1)OCO2
→ -8	14	-1	i	-6	5	0	-3	3	-11
> Cc1ccc(-c2nn(-c3ccccn3)c(=O)c3ccccc23)cc1
→ 2	4	0	i	6	-8	0	1	10	1
> CC(=O)Nc1ccc(NC(=O)CCNS(=O)(=O)c2cccc3nsnc23)cc1
→ -3	28	0	i	-7	2	2	-2	1	-12
> Nc1nc(Cl)nc2c1ncn2C1CC(O)C(CO)O1 (centres undefined)
→ 3	-91*	-46	i	-57	4	/	-1	13	-12
> CCc1ccc(C(=O)COC(=O)c2n[nH]c3ccccc23)cc1
→ 1	-78*	18	i	?	-1	-1	2	/	3
> COc1ccc(CCNc2nc(C)nc3c2oc2ccccc23)cc1OC
→ 3	34	1	i	-7	3	0	0	13	11
> CN(C)Cc1ccccc1C(O)(c1ccccc1)c1ccccc1
→ 6	9	3	i	3	-1	-1	0	/	-1
> CCOC(=O)c1sc2cccc(Cl)c2c1N
→ /	11	-5	i	5	2	6	3	-3	-16
> COc1ccccc1N(CC(=O)N1CCCCCC1)S(C)(=O)=O
→ 1	20	-5	i	-6	1	2	-1	-3	-6
> Cc1ccc(N(CC(=O)NC2CCCC2)C(=O)c2c(C)noc2C)cc1C
→ 2	12	-1	i	2	0	3	1	-4	/
> CC1CN(S(=O)(=O)c2ccc(C(=O)N(CCCN(C)C)c3nc4cc5c(cc4s3)OCCO5)cc2)CC(C)O1 (centres undefined)
→ 8	10	-24	i	-35	0	/	-1	-1	1
> Cc1ccc(-c2ccc(C(=O)NCCCNC(=O)c3cnccn3)o2)cc1Cl
→ -1	18	4	i	5	0	2	-4	14	1
> CCCCOc1ccc(-c2nc(-c3cccnc3)no2)cc1
→ 6	22	11	i	22	0	-4	-3	3	12
> C=CCOc1ccc(/C=N/NC(=O)CN2CCOCC2)cc1OCC
→ 19	10	-3	i	24	-6	-3	-1	-1	3
> COc1cccc(N2CCN(C(=O)CN(c3cc(C)cc(C)c3)S(=O)(=O)c3c(C)noc3C)CC2)c1
→ -1	11	27	i	43	0	-3	0	-9	3
> Cc1ccc(/C=N/N2CCN(C3c4ccccc4-c4ccccc43)CC2)o1
→ -5	/	10	i	29	-1	-1	-19	-5	2
> Cc1ccc(C(=O)Oc2ccc3ccc(=O)oc3c2)cc1
→ -3	-6	4	i	0	4	4	2	-4	-4
> CCc1sc(C(C2C(=O)CC(C)(C)CC2=O)C2C(=O)CC(C)(C)CC2=O)cc1[N+](=O)[O-]
→ 6	44	2	i	16	0	3	2	-90	6
> Cc1nn(Cc2ccccc2Cl)c(C)c1NC(=O)NC12CC3CC(CC(C3)C1)C2
→ -3	20	-2	i	11	-2	-3	0	7	3
> CCOC(=O)c1c(NC(=O)c2cc(CC(C)C)on2)sc(C(C)=O)c1C
→ -3	-8	0	i	-18	-1	2	-6	1	-2
> Cc1cc2ncn(C3CC(=O)N(Cc4ccc(N5CCCC5=O)cc4)C3=O)c2cc1C (centres undefined)
→ 3	1	4	/	0	5	-2	3	14	1
> Cn1c(-c2sccc2OCc2ccc(Cl)cc2Cl)n[nH]c1=S
→ 3	74	3	i	12	2	5	-1	-2	-3
> Cc1cc([N+](=O)[O-])cc2c1NC(=O)C2(O)N1CCCCCC1 (centres undefined)
→ 1	26	3	i	7	2	5	-2	18	-1
> CCn1cc(C(=O)OC)c(=O)c2cc(S(=O)(=O)N(C)C3CCCCC3)ccc21
→ 6	16	8	i	-3	2	2	7	0	4
> CC1CCCC/C1=N\NC(=S)Nc1ccccc1 (centres undefined)
→ 3	2	-15	i	-6	-3	0	5	-5	8
> O=C(NCc1ccco1)c1c(O)c2cccc3c2n(c1=O)CCC3
→ -5	38	0	i	4	-1	0	0	4	2
> Cc1ccc2cc(CN(CCO)Cc3nnnn3Cc3ccc(F)cc3)c(=O)[nH]c2c1
→ 13	17	3	i	4	/	0	-1	2	-2
> Cc1ccc(NC(=O)CNCc2ccccn2)cc1S(=O)(=O)N(C)C
→ 1	14	8	i	3	/	-1	2	-4	/
> CC(C)(C)C(=O)Oc1cc(N)n(S(=O)(=O)c2ccc(F)cc2)n1
→ 3	37	-7	i	-1	-6	0	-1	-4	?
> O=C(COC(=O)CNC(=O)c1cccs1)Nc1ccc(C(F)(F)F)cc1[N+](=O)[O-]
→ 1	9	-1	i	3	0	/	4	8	5
> COc1ccc(C2=NO[C@H]3C[C@](C(=O)NC(C)C)(S(=O)(=O)c4ccccc4)C[C@@H]23)cc1
→ -4	24	1	i	-5	-3	-4	8	10	1
> Cc1ccccc1C1c2[nH]c3ccccc3c2C[C@H]2C(=O)N(c3ccccc3C(=O)NCCCN3CCOCC3)C(=O)N12 (some centres undefined)
→ 1	9	-9	i	-8	-4	-4	1	-4	2
> CCOC(=O)c1cc2c(ccn2C)n1CC(=O)N1CCN(c2cccc(C(F)(F)F)c2)CC1
→ 3	7	-5	i	6	-4	-7	0	-8	1
> CCNc1nc(NCC)n2c(SCC(=O)Nc3cc(Cl)ccc3OC)nnc2n1
→ 19	22	-1	i	13	-4	/	5	-4	-8
> Cc1ccc2cc(/C=N/Nc3nc4ccccc4[nH]3)c(Cl)nc2c1
→ 38	15	17	i	19	/	0	-1	12	/

New compounds follow
The line under a structure holds: Platelet DG rel	AI-2 QS modul	HSF1 inhib	PolyA inhibitor	HSF1 activator	GSK3 alpha inh	HSP90 inh	GSK3B inh	Dyrk1A ADPGlo	HDAC3 inh
> CC(C)CC(C(=O)NC1CCCC1)N(Cc1cccs1)C(=O)c1snc(C(N)=O)c1N (centres undefined)
→ 1	26	7	i	19	3	2	1	-8	-3
> O=C(CSc1nnc(-c2cccnc2)n1Cc1ccco1)c1ccc(Br)cc1
→ 12	21	3	i	0	-2	3	0	-1	14
> Cc1ccc(C(=O)Nc2ccc(O)cc2C(=O)O)cc1C
→ 16	17	-3	i	-5	/	1	0	7	-9
> O=C1/C(=C\c2ccccc2Cl)SC(=S)N1CCC(=O)N1CCCc2ccccc21
→ 0	28	-4	i	11	-4	-1	3	-2	-2
> COc1cc2nc(NC(=O)c3ccc(Cl)cc3)[nH]c(=O)c2cc1OC
→ -6	36	-4	i	-8	2	0	0	-7	-4
> OCC(C#CCN1CCCCC1)NCc1ccccc1 (centres undefined)
→ 0	18	-12	i	0	-4	0	-1	-7	4
> O=C(Nc1ccc(F)cc1)N1CCN(c2nc3ccccc3s2)CC1
→ 0	25	14	i	22	/	1	0	-2	3
> CCOC(=O)c1c(NC(=O)CSc2cccc[n+]2[O-])sc(C(=O)Nc2ccccc2)c1C
→ 1	11	14	i	22	-1	-2	-2	-2	4
> COC(Cc1n[nH]c(=S)n1-c1ccc(Cl)cc1)OC
→ -2	15	-5	i	20	-2	0	-4	5	-10
> CCC(CC)C(=O)NCCc1cc2cc(C)c(C)cc2[nH]c1=O
→ -21	3	-9	i	1	0	0	-1	1	-1
> O=[N+]([O-])c1ccccc1-c1ccc(C(=S)N2CCCC2)o1
→ 1	6	23	i	?	5	6	-2	5	13
